Bioassay records: PubChem BioAssay, several laboratories
IDE inh = inhibits human insulin-degrading enzyme in HEK cells; AID 434962; FAbetaB cleavage, fluorescence polarization; P14735; inhibition, % at 5.59 µM; 0.41% of 320,000 active;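 active = percent inhibition above the average of all tested compounds plus 3 SD, set per screening campaign, cut at about 16% in these data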;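 note: IDE supplied by intact live HEK cells; FP after avidin binding of uncleaved biotin substrate so inhibition keeps polarization high; 0% = DMSO wells and 100% = 60 µM reference IDE inhibitor Ii1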
M4 PAM = positive allosteric modulators of human muscarinic M4 receptor; 0.4% of 360,000 active; CHO-K1 hM4/Gqi5, Fluo-8 calcium fluorescence, ACh EC20; 0% = ACh EC20, 100% = maximal ACh; AID 624126; activation, % at 3 µM;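 active = activation above its plate's cutoff, the mean activation of sample wells plus 3 SD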; note: some results filed as inactive read as strong as hits
CRFBP-R2 agonist = CRF-BP/CRF-R2 complex agonism | HEK293 CRF-R2/CRF-BP, calcium dye fluorescence (FLIPR); percent of saturating CRF peptide response | activation, % at 13.2 µM | 0.46% of 350,000 active | AID 588473;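 active = activation of at least 50%, plus an integration ratio under a set limit after plate pattern correction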;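 note: plate controls were neutral control wells without compound for no effect and CRF at EC100 for full effect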
p-CIP stab down = compounds decreasing mouse p/CIP protein stability. F442A p/CIP-EGFP cells, EGFP fluorescence, 16 h. Q05BA5. 0.01% of 290,000 active. decrease of EGFP signal, % at 10 µM. AID 1984;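 active = EGFP signal decrease of at least 30% at 10 µM or well 3 SD below plate mean, unless failing retest; inactive = the rest, including hits failing retest or dose response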; note: some compounds called inactive have numbers as strong as hits; many of its hits are not listed in these tables
Target sequence (Q05BA5 1-1403): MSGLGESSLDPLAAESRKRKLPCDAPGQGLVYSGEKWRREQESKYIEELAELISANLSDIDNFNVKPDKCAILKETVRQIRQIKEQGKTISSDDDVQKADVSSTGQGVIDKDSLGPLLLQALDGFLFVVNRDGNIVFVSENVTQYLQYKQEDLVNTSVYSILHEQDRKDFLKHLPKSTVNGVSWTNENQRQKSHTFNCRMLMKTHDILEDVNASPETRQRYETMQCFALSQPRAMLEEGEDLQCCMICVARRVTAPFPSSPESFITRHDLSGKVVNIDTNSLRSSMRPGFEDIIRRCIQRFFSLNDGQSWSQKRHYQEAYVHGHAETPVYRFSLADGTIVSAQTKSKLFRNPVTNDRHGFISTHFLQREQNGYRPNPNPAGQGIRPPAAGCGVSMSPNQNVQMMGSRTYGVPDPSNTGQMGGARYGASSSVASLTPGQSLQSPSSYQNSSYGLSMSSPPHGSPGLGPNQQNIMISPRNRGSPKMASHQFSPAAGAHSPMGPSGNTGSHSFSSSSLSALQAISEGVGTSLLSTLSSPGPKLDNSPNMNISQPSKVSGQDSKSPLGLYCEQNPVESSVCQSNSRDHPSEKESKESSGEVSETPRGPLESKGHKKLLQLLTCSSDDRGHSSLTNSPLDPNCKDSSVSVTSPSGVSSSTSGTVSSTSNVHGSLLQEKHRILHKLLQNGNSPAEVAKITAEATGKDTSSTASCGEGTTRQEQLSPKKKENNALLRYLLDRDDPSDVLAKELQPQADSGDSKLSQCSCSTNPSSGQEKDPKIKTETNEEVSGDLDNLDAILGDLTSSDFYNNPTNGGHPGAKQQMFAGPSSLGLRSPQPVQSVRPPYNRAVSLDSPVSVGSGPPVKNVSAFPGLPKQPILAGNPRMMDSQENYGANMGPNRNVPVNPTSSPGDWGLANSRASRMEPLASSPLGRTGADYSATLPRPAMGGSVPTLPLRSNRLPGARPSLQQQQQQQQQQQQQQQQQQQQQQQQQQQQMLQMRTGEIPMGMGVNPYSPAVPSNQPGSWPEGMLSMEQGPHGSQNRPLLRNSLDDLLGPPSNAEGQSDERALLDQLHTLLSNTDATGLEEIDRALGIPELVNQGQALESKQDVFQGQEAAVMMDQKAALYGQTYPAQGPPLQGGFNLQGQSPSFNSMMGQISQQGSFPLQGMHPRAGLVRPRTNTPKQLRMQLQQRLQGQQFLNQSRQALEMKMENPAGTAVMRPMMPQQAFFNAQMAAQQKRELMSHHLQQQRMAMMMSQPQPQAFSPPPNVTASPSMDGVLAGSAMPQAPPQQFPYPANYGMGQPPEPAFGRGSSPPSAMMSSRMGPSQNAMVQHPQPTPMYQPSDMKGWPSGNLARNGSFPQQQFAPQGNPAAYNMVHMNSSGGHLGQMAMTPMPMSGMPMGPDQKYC
CRFBP-R2 block = blocks CRF-induced signaling of the CRF-BP/CRF-R2 complex; inhibition, % at 11.8 µM; HEK293 CRF-R2/CRF-BP, CRF-induced calcium fluorescence; 0.59% of 350,000 active;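 active = inhibition of the ligand-induced calcium signal above about 50% at the single tested concentration, limit read from the data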
PHOSPHO1 block = PHOSPHO1 (human) inhibition | inhibition, % at 13.3 µM | Q8TCT1 | 1.1% of 290,000 active | AID 1565 | recombinant PHOSPHO1, absorbance phosphatase assay; in the data active = inhibition above about 60%
GalR3 antagonist = human GalR3 antagonism; HEK293 GalR3-CNG cAMP membrane potential fluorescence; galR3 body fused to GalR1 C-terminus; 0.44% of 360,000 active; O60755; inhibition, % at 3 µM;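 active = inhibition above the screen-wide average plus 3 SD, cut at about 13% in these data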;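 note: forskolin and galanin both at EC90 stimulate the cells; cAMP rise reported by CNG channel membrane potential dye signal; 0% = forskolin plus galanin with DMSO and 100% = forskolin alone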
MEKK3 PB1 HTS = raises or lowers MEK5 binding to the human MEKK3 PB1 domain; 1.4% of 290,000 active; Q99759; bead-based flow cytometry, Alexa488-MEK5 binding to MEKK3; actives lie on both sides; 0 = blocked by unlabeled MEK5, 100 = vehicle; binding response (% of control), % at 10 µM;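 active = binding response more than 3 SD above or below the average of its plate-row segment, actives on both sides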;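 note: Alexa488 bead fluorescence after subtracting the streptavidin-only scavenger bead signal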
IDE cell activ = boosts human insulin-degrading enzyme activity in HEK cells | P14735 | FAbeta-B cleavage, fluorescence polarization; 0% vehicle, 100% cell-free pure enzyme wells | activation, % at 5.96 µM | 0.073% of 340,000 active;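 active = activation above the mean of all tested compounds plus 3 SD, set per screening campaign, cut at about 17% in these data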
Active calls of the source: *; . = no result given.

SMILES	IDE inh	M4 PAM	CRFBP-R2 agonist	p-CIP stab down	CRFBP-R2 block	PHOSPHO1 block	GalR3 antagonist	MEKK3 PB1 HTS	IDE cell activ
COc1ccccc1CNC(=O)COC(=O)c1cccs1	-1.1	7.9	-1.9	.	17.1	.	-4.4	.	-0.7
CC12CCC(C(=O)NNc3ccccc3)(OC1=O)C2(C)C (stereo unspecified)	4.9	9.4	1.6	3.7	5.3	29.2	0.8	101.0	1.5
CCN(CC)c1ccc(/C=N/N2CCN(c3ccccn3)CC2)cc1	-3.6	-4.5	-0.3	-9.4	2.9	18.9	0.4	103.0	3.6
O=C(CNC(=O)c1ccc(Br)cc1)N/N=C/c1cccnc1	1.9	0.9	-1.9	-5.3	-6.7	15.4	-8.1	96.0	0.6
CCCOc1ccc(-c2nc(N3CCN(C)CC3)c3ccccc3n2)cc1	-3.5	3.1	-0.8	-4.6	-20.0	24.8	-12.7	109.0	1.8
O=c1[nH][nH]c(-c2ccccc2)c1C=Nc1ccc(Cl)cc1	2.7	2.4	-2.2	3.9	3.0	13.8	4.3	87.0	-0.1
CNC(=O)C1CC(=O)N(CCc2ccc(OC)cc2)C(=Nc2ccc(OC)cc2)S1 (stereo unspecified)	0.0	2.4	-0.3	-13.6	21.2	-0.8	-5.3	99.0	6.2
CCOC(=O)CNC(=O)CN1C(=O)CCS(=O)(=O)c2ccccc21	1.1	0.9	-1.2	-6.0	3.6	1.1	-3.1	87.0	0.2
Cc1ccccc1NC(=O)CSCc1nc(N)nc(Nc2ccccc2C)n1	-3.2	-2.5	-0.7	-15.6	-3.6	-70.0	-4.0	100.0	5.8
Cc1ccccc1NC(=O)C(=O)NCCCN1CCCC1=O	-4.0	8.5	-0.5	.	1.0	.	-3.7	.	11.6
COc1cccc(C(=O)c2c[nH]c(C(=O)NCCCN3CCOCC3)c2)c1	-2.5	-1.0	0.8	-0.8	21.3	32.8	-2.0	101.0	-2.8
CCc1ccc(NC(=O)CS(=O)CC(=O)Nc2ccc(-n3cnnn3)c(C)c2)cc1 (stereo unspecified)	6.3	-8.3	0.0	-18.5	-0.2	27.9	-7.1	99.0	-2.5
COc1ccccc1NC(=O)N(Cc1ccco1)Cc1cc2c(C)ccc(C)c2[nH]c1=O	.	-4.5	-0.9	-6.5	-0.2	-13.3	-1.2	105.0	0.6
CCS(=O)(=O)Nc1cccc(C2=NN(S(=O)(=O)c3ccc(F)cc3)C(c3cccs3)C2)c1 (stereo unspecified)	-5.4	-1.5	0.2	-7.0	2.2	5.6	-10.6	103.0	-1.8
O=C(c1cc2cc(Cl)ccc2[nH]1)N1CCCCC1	2.7	-1.4	3.5	7.0	-4.8	35.7	-8.7	101.0	4.7
O=CN1CCN(C(=S)Nc2ccc(OC(F)F)cc2)CC1	4.3	1.8	-2.2	-3.3	8.7	8.3	-2.3	101.0	-5.3
O=C(NCc1ccccc1)c1cccc(NC(=O)C2CCCCC2)c1	.	-7.9	0.5	.	5.2	.	-4.3	.	0.9
O=C(NCCCn1ccnc1)c1cc(-c2cccs2)on1	4.0	-3.3	-1.6	-7.1	10.1	-0.6	-7.1	106.0	8.9
COc1ccccc1N1CCN(/N=C/c2ccc(O)c(O)c2)CC1	1.1	.	-1.7	-10.5	-21.4	36.7	-0.1	76.0	.
CCC(=O)Nc1cccc(-c2cnc3ccccc3n2)c1	5.0	-0.6	0.6	4.4	-3.6	-1.7	-5.1	109.0	6.7
CC(C)CC(c1nnnn1C1CCCC1)N1CCN(C(=O)c2ccco2)CC1 (stereo unspecified)	3.0	-3.7	0.2	5.6	2.8	-3.7	-3.2	106.0	1.8
O=C(NNc1ccc(F)cc1F)c1c(F)cccc1Cl	6.5	-9.3	0.3	-5.4	2.5	42.1	-3.8	103.0	3.8
S=C(NC1CCCCC1)NN1CCOCC1	-4.7	1.8	1.5	-0.3	4.1	18.0	-7.4	94.0	-0.3
COC(=O)CCC(=O)NNC(=O)Cc1ccccc1	0.9	-5.1	-1.1	-7.0	4.0	49.0	-4.4	100.0	3.5
COc1ccc(OCCCn2c(=O)oc3ccccc32)cc1	-0.3	5.9	-1.1	-17.6	18.4	-5.8	0.4	90.0	-1.5

Further records follow.
SMILES	IDE inh	M4 PAM	CRFBP-R2 agonist	p-CIP stab down	CRFBP-R2 block	PHOSPHO1 block	GalR3 antagonist	MEKK3 PB1 HTS	IDE cell activ
Cc1sc2nc(N3CCOCC3)[nH]c(=O)c2c1-c1ccccc1	-1.3	8.7	-0.3	-2.9	9.6	6.2	-2.4	97.0	3.9
CN1CCC(N(C)C(=O)c2ccc(Cl)c(S(=O)(=O)N(C)c3ccc(Cl)cc3)c2)CC1	1.4	-0.4	0.5	.	15.8	.	-3.4	.	1.3
CCCCNC(=O)Cn1cnc2c(cnn2-c2ccc(C)cc2)c1=O	-2.8	0.7	-1.0	-4.0	18.6	.	-1.5	104.0	-2.0
Cc1cc(C(=O)NN=C2CCCC2)c2ccccc2n1	3.3	0.7	1.3	.	6.7	.	-5.3	.	0.3
CCOC(=O)C[C@H]1c2cc(C(F)(F)F)ccc2S(=O)(=O)N1Cc1ccccc1	-0.7	-2.8	1.2	.	-7.7	.	-4.8	100.0	6.2
CCOC(=O)c1ccc2c(c1)N(CC#N)C(=O)C(C)(C)O2	2.5	-2.1	-3.7	0.5	7.6	22.6	-7.1	103.0	5.5
C/C(N)=C(/C#N)C(=O)COC(=O)c1ccc(OCC2CCCO2)cc1 (stereo unspecified)	3.9	-13.8	-1.4	-15.2	2.2	10.8	-9.1	98.0	4.4
CC(C)CC(=O)NC(Nc1ccccc1F)C(Cl)(Cl)Cl (stereo unspecified)	1.4	-1.1	1.3	2.0	-10.9	-12.9	-4.0	.	-1.6
CC1=[N+]([O-])C(C)(C)CC(C)(C)c2ccccc21	-9.7	0.7	6.5	-1.8	-0.7	14.5	11.2	104.0	4.9
CCN1C(=O)C(CC(=O)Nc2ccc(F)cc2)N(Cc2ccco2)C1=S (stereo unspecified)	1.2	0.8	-1.1	0.8	-4.9	17.0	-6.2	104.0	8.9
COc1ccccc1-c1oc2ccccc2c1-c1ccc2cc[nH]c2c1	0.3	3.0	-1.0	.	-15.1	.	-5.2	.	3.5
O=C(CC(SCCO)c1ccc(F)cc1)c1ccco1 (stereo unspecified)	-0.1	-2.8	0.1	-13.8	1.1	45.9	-1.8	104.0	-1.2
COC(=O)c1ccccc1NC(=O)c1ccc(F)cc1	1.0	-9.0	-1.6	-10.1	0.7	17.7	-3.8	77.0	7.0
C(=N\Nc1nc2ccccc2[nH]1)/c1ccccc1	2.0	-8.4	-2.6	-3.4	-12.8	-1.1	-1.9	103.0	2.0
CCOc1ccc(NC(=O)CNc2ccc(C)cc2Cl)cc1	7.3	6.5	0.0	1.8	13.0	4.1	-0.9	98.0	-0.1
COc1cccc(NC(=O)c2cnsn2)c1	8.6	14.8	-0.5	-0.3	-7.7	6.1	.	96.0	5.7
COc1ccc([C@@H]2CC=C(C(=O)O)[C@H](c3ccc(C)cc3)N2S(=O)(=O)c2ccc(C)cc2)cc1OC	-0.7	4.0	1.5	.	-2.0	.	-5.7	.	1.9
Cc1ccc2c(c1)sc(=NC(=O)C1CC1)n2C	1.1	8.2	-2.3	3.8	4.6	25.1	-6.2	105.0	-1.0
C=CCOC(=O)Nc1ccc(Cl)cc1NC(=O)OCC=C	2.5	-6.9	-1.5	-7.3	18.6	-22.6	-5.3	101.0	2.4
Fc1ccccc1NC(=S)Nc1ccc(CN2CCOCC2)cc1	0.8	1.8	42.5	-0.1	-25.5	32.6	3.7	105.0	5.6
N=c1n(CCO)c2ccccc2n1Cc1ccccc1Cl	-5.2	2.4	0.0	0.8	10.9	-20.8	-2.2	102.0	3.5
CSc1nc(N)nc2c1ncn2CC(=O)N1CCN(c2ccccn2)CC1	4.7	9.7	-0.2	.	-4.2	.	-4.3	.	-3.1
O=C(NC(=S)NN1CCCCC1c1cccnc1)c1ccc(Cl)cc1Cl (stereo unspecified)	-0.4	1.5	-4.5	-5.2	5.7	43.0	0.8	95.0	4.5
COc1ccccc1CN=C1NC(=O)C(CC(=O)Nc2ccc(OC)c(OC)c2)S1 (stereo unspecified)	3.7	11.7	-1.5	-24.1	2.1	6.9	0.7	102.0	-0.5
C=C1[C@@H](OC(C)=O)CC[C@]2(C)[C@@H]1C[C@@H]1C[C@H](OC(C)=O)C(C)=C([C@@H](OC(C)=O)[C@@H]2OC(C)=O)C1(C)C	-0.7	7.5	-0.2	-6.5	7.7	26.5	-3.3	86.0	-2.0

6 records drawn at random from those above:
SMILES	IDE inh	M4 PAM	CRFBP-R2 agonist	p-CIP stab down	CRFBP-R2 block	PHOSPHO1 block	GalR3 antagonist	MEKK3 PB1 HTS	IDE cell activ
C=C1[C@@H](OC(C)=O)CC[C@]2(C)[C@@H]1C[C@@H]1C[C@H](OC(C)=O)C(C)=C([C@@H](OC(C)=O)[C@@H]2OC(C)=O)C1(C)C	-0.7	7.5	-0.2	-6.5	7.7	26.5	-3.3	86.0	-2.0
O=C(NC(=S)NN1CCCCC1c1cccnc1)c1ccc(Cl)cc1Cl (stereo unspecified)	-0.4	1.5	-4.5	-5.2	5.7	43.0	0.8	95.0	4.5
C(=N\Nc1nc2ccccc2[nH]1)/c1ccccc1	2.0	-8.4	-2.6	-3.4	-12.8	-1.1	-1.9	103.0	2.0
C=CCOC(=O)Nc1ccc(Cl)cc1NC(=O)OCC=C	2.5	-6.9	-1.5	-7.3	18.6	-22.6	-5.3	101.0	2.4
COc1ccccc1CN=C1NC(=O)C(CC(=O)Nc2ccc(OC)c(OC)c2)S1 (stereo unspecified)	3.7	11.7	-1.5	-24.1	2.1	6.9	0.7	102.0	-0.5
CN1CCC(N(C)C(=O)c2ccc(Cl)c(S(=O)(=O)N(C)c3ccc(Cl)cc3)c2)CC1	1.4	-0.4	0.5	.	15.8	.	-3.4	.	1.3

Continued.
SMILES	IDE inh	M4 PAM	CRFBP-R2 agonist	p-CIP stab down	CRFBP-R2 block	PHOSPHO1 block	GalR3 antagonist	MEKK3 PB1 HTS	IDE cell activ
CCc1ccc(-c2cc(C(=O)NCc3ccccn3)c3ccccc3n2)cc1	0.9	-1.1	-2.3	-19.6	2.4	-22.6	0.3	94.0	0.7
Cc1cc(C)c(S(=O)(=O)c2ccccc2Cl)c(=O)[nH]1	4.9	-2.9	0.0	10.9	7.4	35.6	-12.4	101.0	0.4
CCCCCCNCc1ccc(Br)cc1	-8.7	-2.8	0.5	3.7	-3.8	-8.1	-1.8	96.0	1.2
O=c1c2ccccc2cnn1Cc1n[nH]c(=S)n1-c1ccccc1Cl	-0.5	8.8	1.1	-4.4	15.6	4.7	-2.4	90.0	5.1
Nc1nc(SCC(=O)NCCCO)nc2sc3c(c12)CCC3	1.6	9.7	0.9	-8.8	-0.5	4.9	-4.0	100.0	-6.8
O=C(COc1ccc(C(=O)c2ccccc2)cc1)NCc1ccc(F)cc1	1.9	-1.1	0.0	-3.4	14.0	-3.5	-0.2	94.0	-2.1
Nc1scc(-c2ccncc2)c1Cl	7.3	9.3	-0.2	-9.3	4.1	10.4	-1.4	101.0	0.9
NS(=O)(=O)c1cc2c(cc1Cl)NC=NS2(=O)=O	8.1	5.8	-1.1	-17.0	8.3	18.2	.	109.0	5.6
CCN1CCN(CC(=O)Nc2cc(S(=O)(=O)N(CC)c3ccccc3)ccc2Cl)CC1	6.9	6.3	2.4	.	-17.8	.	5.5	.	4.4
Cc1ccc(NC(=S)NCc2ccc3c(c2)OCO3)cc1	4.9	-9.9	-2.0	-0.6	23.8	-8.9	-10.1	102.0	5.9
CNc1ncnc2sc(-c3ccccc3)cc12	8.2	-5.3	-5.9	-10.3	24.2	-21.8	0.2	63.0	0.9
O=C(OCc1c(-c2ccccc2)ncc2ccccc12)c1ccc(Cl)cc1Cl	-1.1	7.4	-0.7	.	-2.1	.	-4.6	.	3.0
